D2 antag: antagonizes the human D2 dopamine receptor; P14416; HEK293 TREx D2 cells, calcium flux, dopamine EC80; inhibition, % at 10 µM; actives 2% (n = 340,000); AID 485344; in the data active = inhibition above about 30%; note: 0% is about no effect
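Antagonism is scored as inhibition of an EC80 dopamine-evoked calcium signal in a force-coupled, tetracycline-inducible HEK293 T-REx D2 line, with compound present 180 s before agonist.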
D1 antag: human D1 dopamine receptor antagonism. P21728. HEK293 TREx D1 cells, calcium flux, dopamine EC80; stronger effect = lower value. activity change, negative = inhibition, % at 10 µM. actives 3.2% (n = 360,000). AID 504652; in the data active = activity change below about -30%; note: % is set by controls: 0 for no effect and ±100 for the full control effect
Target sequence (P21728 whole entry, looked up): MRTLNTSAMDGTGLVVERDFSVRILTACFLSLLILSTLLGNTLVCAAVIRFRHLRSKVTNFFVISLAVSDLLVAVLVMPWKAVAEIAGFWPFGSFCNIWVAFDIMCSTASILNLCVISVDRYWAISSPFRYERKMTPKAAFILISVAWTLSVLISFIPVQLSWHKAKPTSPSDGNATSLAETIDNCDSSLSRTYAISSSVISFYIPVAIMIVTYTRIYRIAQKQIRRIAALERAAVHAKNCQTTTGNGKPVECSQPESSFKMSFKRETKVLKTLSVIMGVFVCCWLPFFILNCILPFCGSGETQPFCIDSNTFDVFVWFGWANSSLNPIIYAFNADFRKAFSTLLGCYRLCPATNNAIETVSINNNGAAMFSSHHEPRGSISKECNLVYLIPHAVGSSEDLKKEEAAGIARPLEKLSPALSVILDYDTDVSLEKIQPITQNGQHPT
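HEK293 T-REx cells expressing inducible, force-coupled D1 receptor; no-wash Ca dye, 30–90 min RT. Cmpd → 180 s read at 1 Hz → EC80 DA → 180 s read.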
D2 agonist: activates the human D2 dopamine receptor. HEK293 T-REx D2 cells, calcium flux agonist mode. activation, % at 2 µM. actives 0.53% (n = 340,000). AID 485358;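 active = activation over 3 SD above normal in the single-dose calcium agonist read, cut at about 30% in these data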; note: 0% is about no effect
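Tetracycline-induced HEK293 T-REx cells with force-coupled D2 receptor, plated overnight at 30 C, loaded with no-wash calcium dye. After a 10 s baseline, compound was pin-added and calcium flux read kinetically for 180 s; calcium rises flagged agonists.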
D1 PAM: enhances dopamine response at the human D1 receptor. P21728. HEK293 TREx D1 cells, calcium flux, dopamine EC20 potentiation. actives 0.036% (n = 360,000). potentiation, % at 10 µM; in the data active = potentiation above about 30%; note: 0% is about no effect
TRHR enhancer: allosterically enhances the human TRH receptor; AID 493056; P34981; TRHR cells, fluo-8 calcium fluorescence, EC20 TRH enhancement; enhancement, % at 2 µM; actives 0.66% (n = 360,000); in the data active = enhancement above about 30%; note: 0% is about no effect
Target sequence (P34981 whole entry, looked up): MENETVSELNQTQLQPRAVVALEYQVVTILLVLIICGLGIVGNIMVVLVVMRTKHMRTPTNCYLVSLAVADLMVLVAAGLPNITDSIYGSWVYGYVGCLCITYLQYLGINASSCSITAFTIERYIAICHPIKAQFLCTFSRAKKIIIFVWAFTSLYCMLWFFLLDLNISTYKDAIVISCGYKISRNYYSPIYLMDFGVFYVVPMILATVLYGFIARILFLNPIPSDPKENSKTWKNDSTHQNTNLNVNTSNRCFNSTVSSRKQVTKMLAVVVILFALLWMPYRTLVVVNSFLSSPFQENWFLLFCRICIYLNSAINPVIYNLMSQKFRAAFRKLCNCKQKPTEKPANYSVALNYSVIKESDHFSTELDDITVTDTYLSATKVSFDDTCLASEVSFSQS
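TRHR-expressing cells loaded with fluo-8 calcium dye were read kinetically (ex 480/em 530) during compound addition, then stimulated with an EC20 of TRH (10 nM final). Enhancement of the Gq-mediated intracellular calcium response was scored.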
TRHR agonist: TRH receptor (human) agonism; P34981; TRHR cells, calcium flux fluo-8, FDSS agonist mode; activation, % at 2 µM; actives 0.18% (n = 360,000); AID 493084; note: 0% is about no effect
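TRHR-expressing cells loaded with fluo-8 calcium dye; 23 nL library compound pin-transferred, kinetic FDSS fluorescence (Ex 480/Em 530) recorded about 180 s for agonist-induced calcium release, before a 10 nM TRH EC20 addition for potentiator mode.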
D2 potentiator: positive allosteric modulators of human D2 dopamine receptor. P14416. potentiation, % at 10 µM. actives 0.34% (n = 340,000). HEK293 T-REx D2, calcium flux, EC20 dopamine potentiation;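 active = potentiation over 3 SD above the plate norm, cut at about 30% in these data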; note: 0% is about no effect
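Tetracycline-induced HEK293 T-REx cells force-coupled to calcium signalling expressed D2; compounds were pin-added after a 10 s baseline, read kinetically 180 s, then an EC20 dopamine challenge followed with a further 180 s calcium read.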
D1 ag: activates the human D1 dopamine receptor; P21728; HEK293 T-REx D1 cells, calcium flux, agonist mode; activation, % at 2 µM; actives 1% (n = 360,000); AID 504660; note: 0% is about no effect
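Agonism was scored from calcium flux recorded over 180 s (1 read/s) after pintool compound addition, following a 10-cycle baseline. Cells were inducible force-coupled HEK293 TREx D1, plated overnight at 30 C and loaded with no-wash calcium dye.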
RXFP1 antag: RXFP1 (human) relaxin receptor antagonism | Q9HBX9 | HEK293-RXFP1, relaxin-stimulated cAMP HTRF, 30 min; stronger effect = lower value | activity change, negative = inhibition, % at 57.5 µM | actives 0.59% (n = 350,000);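 active = activity change of -60% or lower, but not beyond a set lower limit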; note: % is set by controls: 0 for no effect and ±100 for the full control effect
* = called active by the depositor; · = not tested or not shown. Cut-off read from the data, not from the text of the source, unless noted: active = activation above about 30%; inactive = the rest.

[1] N#C/C(=C\c1cn(CCOc2ccccc2)c2ccccc12)C(=O)NCC1CCCO1 (stereo unspecified)
[2] CCNC(=O)C1=C(O)c2sccc2N(C)S1(=O)=O
[3] CCCN(CC(=O)Nc1ccccc1C)C(=O)c1cccc(-n2cnnn2)c1
[4] COc1cc(CNn2nnnc2N)ccc1OCC(=O)NC(C)(C)C
[5] CCOc1ccccc1Oc1nc(C)nc2c1oc1ccccc12
[6] NS(=O)(=O)c1ccc(CNc2nc(-c3cccnc3)nc3ccccc23)cc1
[7] COc1cccc(NC(=O)/C=C/c2ccc(S(=O)(=O)N3CCOCC3)cc2)c1
[8] CCn1nc(C(=O)NCCc2ccc(S(N)(=O)=O)cc2)c2ccccc2c1=O
[9] Cc1ccc(S(=O)(=O)NCC(=O)NCC(=O)N(C)Cc2ccc3ccccc3c2)cc1C
[10] CCn1nc(C(=O)NCc2ccco2)c(Cl)c1Cl
assay / compound	1	2	3	4	5	6	7	8	9	10
D2 antag	-36	17	-21	-14	·	-4	47*	-14	-2	16
D1 antag	2	19	9	8	5	5	-16	5	4	3
D2 agonist	0.5	1.9	1.7	0.6	-0.4	-0.3	0.1	1.5	-0.4	-1.3
D1 PAM	-1	9	-4	3	-4	-5	-3	-4	-2	-3
TRHR enhancer	-1	3	-2	16	-1	5	3	-1	-1	-5
TRHR agonist	0.2	-0.1	0.2	0.1	-0.2	-0.4	-2.4	0.1	-0.4	-1.4
D2 potentiator	7	2	-1	17	-9	14	-21	12	-6	10
D1 ag	9	-1	2	0	0	5	3	1	27	0
RXFP1 antag	2	-1	1	17	-22	0	2	-6	-5	3

[11] O=C(CN1C(=O)CSc2ncccc21)NCCN1CCOCC1
[12] Cc1ccc(CNc2oc(-c3ccc(COc4ccc(Cl)cc4)o3)nc2C#N)cc1
[13] CC(C)(C)OC(=O)NCC1CCC(C(=O)NC[C@H](CC(=O)O)c2ccc(Cl)cc2)CC1 (stereo partly specified)
[14] Cc1c(S(=O)(=O)NC2CCCCC2)c(=O)n(C)c(=O)n1C
[15] CCOc1ccccc1CN1CCC(N2CCOCC2)CC1
[16] Cn1c(C(=O)NC2CCCCC2)cc2c(=O)n3ccccc3nc21
[17] CCOc1ccc(C(=O)NCCc2sc(-c3ccc(OC)c(OC)c3)nc2C)cc1
[18] O=C(O)C1CCN(C(=O)Cc2ccccc2)CC1
[19] CC(=O)Nc1ccc(NC(=O)C(C)OC(=O)/C=C/c2cnc3ccccc3n2)cc1 (stereo unspecified)
[20] CCOc1cc(/C=C2\C(=O)ON=C2C)ccc1OCc1ccccc1
assay / compound	11	12	13	14	15	16	17	18	19	20
D2 antag	·	·	8	2	-4	-7	·	1	-12	-9
D1 antag	-7	2	3	15	-11	-14	-6	2	-4	-1
D2 agonist	·	0.4	0.3	-0.4	0.8	-0.8	·	-0.5	-0.4	-1.3
D1 PAM	·	1	-7	2	2	2	-4	2	-4	-10
TRHR enhancer	-3	14	-1	8	3	-2	-2	10	6	2
TRHR agonist	1.5	0.9	0.8	-0.3	0.3	-0.9	-1.3	-1.5	0.5	0.4
D2 potentiator	·	-5	1	4	-12	21	-3	8	12	-9
D1 ag	4	0	2	0	3	0	1	3	3	2
RXFP1 antag	·	-4	-3	7	6	-8	·	11	5	-15

[21] COc1cccc(N2CCN(C(=O)Cn3ncc4c5ccccc5n(C)c4c3=O)CC2)c1
[22] CC(C)C(c1nnnn1C(C)(C)C)N1CCC(Cc2ccccc2)CC1 (stereo unspecified)
[23] COC(=O)c1cccc(NC(=O)NC(=O)c2ccccc2Cl)c1
[24] CCOc1ccc2nc(SCC(=O)NC3CC3)sc2c1
[25] CC(=O)Nc1ccc(NC(=O)Nc2ccc3c(c2)N(C)C(=O)CS3)cc1
[26] Cc1cccc(C)c1NC(=O)CNc1ccccc1
[27] CCN(CC(=O)Nc1cc(S(=O)(=O)N2CCCCC2)ccc1Cl)Cc1ccccc1
[28] CCC(CC)C(=O)N1N=C(c2ccc(NS(C)(=O)=O)cc2)CC1c1ccccc1 (stereo unspecified)
[29] O=C1CCNCCN1[C@H](CO)c1ccccc1
[30] N#CC1=C(N)Oc2cc(O)c(Cl)cc2C1c1ccccc1F (stereo unspecified)
assay / compound	21	22	23	24	25	26	27	28	29	30
D2 antag	·	-7	·	-5	-2	-1	·	7	9	-29
D1 antag	1	4	-24	-28	8	16	-10	1	1	0
D2 agonist	0.2	-1.3	·	-1.3	-0.6	0.4	·	0.0	1.3	44*
D1 PAM	-2	2	-2	-2	6	-8	-4	-3	2	15
TRHR enhancer	-2	-4	2	-6	-1	-3	-1	0	0	8
TRHR agonist	-0.5	-0.4	-1.3	-1.2	0.5	0.1	0.0	0.4	0.6	55*
D2 potentiator	-2	6	-6	-1	-3	-5	·	11	-7	-4
D1 ag	-1	4	0	5	1	1	9	1	1	166*
RXFP1 antag	6	-17	-6	3	-20	-8	-14	-5	·	-1

[31] Cc1ccc(NC(=O)COC(=O)C2COc3ccccc3O2)cc1S(=O)(=O)N1CCOCC1 (stereo unspecified)
[32] Cc1noc(C)c1S(=O)(=O)N1CCCC(C(=O)Nc2ccc(Cl)cn2)C1 (stereo unspecified)
[33] CN(C)CC(c1ccccc1)c1ccccc1
[34] Cc1ccc(-c2csc3nnc(SCc4csc(C)n4)n23)cc1
[35] CCn1cc(C(C)NC(=O)Nc2ccccc2C(=O)OC)c(C)n1 (stereo unspecified)
[36] CC1CCCC(C)N1C(=O)COC(=O)c1cc(Br)ccc1Cl (stereo unspecified)
[37] O=C(CBr)Nc1c2c(nn1-c1ccccc1)CSC2
[38] O=C(NCC1CCCO1)c1ccc2c(=O)n(CC3CCCO3)c(SCC(=O)N3CCCC3)nc2c1 (stereo unspecified)
[39] Cc1ccc(C)c(S(=O)(=O)c2nnn3c2nc(NC(C)C)c2sccc23)c1
[40] CCOc1cc(CNn2nnnc2N)cc(Cl)c1OCC(=O)NC(C)(C)C
assay / compound	31	32	33	34	35	36	37	38	39	40
D2 antag	-1	6	6	8	-2	9	10	-3	·	1
D1 antag	1	7	-17	5	-5	0	9	12	-60*	0
D2 agonist	0.3	-0.8	0.4	-2.2	-0.3	0.0	-0.2	-1.3	-0.7	1.2
D1 PAM	-4	-8	-5	1	-7	2	0	-1	-7	4
TRHR enhancer	-1	1	-1	1	-2	-1	2	0	-14	2
TRHR agonist	-0.1	0.1	0.7	-0.4	0.2	-1.1	0.1	0.9	-0.2	0.3
D2 potentiator	16	-1	-4	4	-5	-2	3	9	5	-14
D1 ag	7	0	1	-1	0	2	4	9	1	0
RXFP1 antag	13	-3	3	2	-7	-22	-2	-15	17	-13

[41] CC(=O)c1cccc(NC(=O)N2CCC(NC(=O)c3ccco3)CC2)c1
[42] N#CC(C(=S)Nc1ccccc1)c1nc2ccccc2[nH]1 (stereo unspecified)
[43] CCOc1ccc(S(=O)(=O)Nc2ccc(S(=O)(=O)N3CCOCC3)cc2)cc1
[44] COc1ccc(OC)c(C2C3CN(C(C)C)CC=C3C(C#N)=C(N)C2(C#N)C#N)c1 (stereo unspecified)
[45] COc1ccc(N2CCN(S(=O)(=O)CC34CCC(CC3=O)C4(C)C)CC2)cc1 (stereo unspecified)
[46] O=C(COC(=O)COc1ccc(Cl)cc1Cl)Nc1cccnc1Cl
[47] CCN(CC)c1ccc(NC(=O)CSc2n[nH]c(-c3ccco3)n2)cc1
[48] Cc1ccc(F)cc1NC(=O)COC(=O)c1ccc2ncsc2c1
[49] COc1cccc(CNC(=O)COc2ccc(C(=O)c3ccccc3)cc2)c1
[50] CCN(CC)S(=O)(=O)c1ccc(C(=O)NC2=NCCS2)cc1
assay / compound	41	42	43	44	45	46	47	48	49	50
D2 antag	1	0	19	-7	10	17	-14	-1	-3	-1
D1 antag	-10	-9	0	-12	-2	5	-5	-18	-3	0
D2 agonist	0.3	0.9	-0.2	3.5	0.7	-1.3	-1.9	0.1	-0.2	0.0
D1 PAM	7	7	3	-2	-2	-6	7	-2	-6	-4
TRHR enhancer	2	-4	-8	3	5	1	-6	1	0	-3
TRHR agonist	0.6	-0.2	0.5	11	-2.1	-0.9	-0.7	0.5	-0.4	0.4
D2 potentiator	14	-3	-8	-15	-4	-4	-5	2	-2	-8
D1 ag	2	4	5	22	6	2	4	2	6	3
RXFP1 antag	-26	-8	-4	2	-11	4	-23	2	-9	-13

[51] Cc1cc(N2CCN(C(=O)c3ccco3)CC2)nc(-c2ccccc2)n1
[52] COCCCNC(=S)N1CCN(c2nc(-c3ccccc3)cs2)CC1
[53] Cc1ccc(C)c(Cn2c(SCC(=O)N(C)Cc3ccccc3)nc3ccccc32)c1
[54] Cn1c(=O)c(C(=O)Nc2ncccn2)c(O)c2ccccc21
[55] COc1ccc(NCc2nnc(-c3ccccc3)o2)cc1
[56] Cc1ccc(NC(=O)Cc2c(C(=O)O)n(C)c3ccccc23)cc1F
[57] CC(C)(C)C(=O)C(Oc1cccc2nonc12)n1cncn1 (stereo unspecified)
assay / compound	51	52	53	54	55	56	57
D2 antag	-1	-9	·	-4	12	-11	-8
D1 antag	12	-33*	6	-6	0	-1	3
D2 agonist	0.2	-0.4	0.7	0.5	0.6	0.1	-0.1
D1 PAM	0	-6	-1	-5	1	1	-7
TRHR enhancer	1	1	-5	-6	1	1	-2
TRHR agonist	-2.4	-0.3	0.6	-0.1	-0.8	0.1	-0.8
D2 potentiator	4	-2	-2	-5	-1	4	-4
D1 ag	8	8	4	4	3	0	1
RXFP1 antag	6	0	·	6	-8	2	5

Structures from the list above that have two or more sulfur atoms (seven):
[2] CCNC(=O)C1=C(O)c2sccc2N(C)S1(=O)=O
[24] CCOc1ccc2nc(SCC(=O)NC3CC3)sc2c1
[34] Cc1ccc(-c2csc3nnc(SCc4csc(C)n4)n23)cc1
[39] Cc1ccc(C)c(S(=O)(=O)c2nnn3c2nc(NC(C)C)c2sccc23)c1
[43] CCOc1ccc(S(=O)(=O)Nc2ccc(S(=O)(=O)N3CCOCC3)cc2)cc1
[50] CCN(CC)S(=O)(=O)c1ccc(C(=O)NC2=NCCS2)cc1
[52] COCCCNC(=S)N1CCN(c2nc(-c3ccccc3)cs2)CC1
assay / compound	2	24	34	39	43	50	52
D2 antag	17	-5	8	·	19	-1	-9
D1 antag	19	-28	5	-60*	0	0	-33*
D2 agonist	1.9	-1.3	-2.2	-0.7	-0.2	0.0	-0.4
D1 PAM	9	-2	1	-7	3	-4	-6
TRHR enhancer	3	-6	1	-14	-8	-3	1
TRHR agonist	-0.1	-1.2	-0.4	-0.2	0.5	0.4	-0.3
D2 potentiator	2	-1	4	5	-8	-8	-2
D1 ag	-1	5	-1	1	5	3	8
RXFP1 antag	-1	3	2	17	-4	-13	0

Assay outcomes deposited in PubChem by National Center for Advancing Translational Sciences (NCATS).
